Screens from PubChem.
aSyn yeast rescue – qHTS of alpha-syn Inhibitors: NCGC Sytravon Library Screen. Potency, µM (series often up to 46.1 µM), for inactives: top-dose growth rescue (activation), hits mostly activators. actives 0.02% (n = 94,000). S. cerevisiae alpha-synuclein toxicity rescue, BacTiter-Glo growth, 24 h; active = well fitted activation curve with a large enough effect; inconclusive = small, poorly fitted or top-dose-only effect; also: 0% is about no effect
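Growth restoration measured by BacTiter-Glo luminescence after 24 hr at 30 deg C; alpha-synuclein yeast, raffinose-pregrown to mid-log, were added at OD600=0.02 in galactose medium onto pinned compounds.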
Numbers without * were called inactive; ? = inconclusive; & = joins results of further samples; [ ] = remark or other dose. Potency is read from the fitted curve at half-maximal effect.

SMILES	aSyn yeast rescue
Cc1ccc2c(CC(=O)Nc3cccc(C(F)(F)F)c3)coc2c1	-31%[inhibitor]
O=C(NCC(c1ccco1)N1CCN(c2ccccc2)CC1)C1CCCCC1 (stereo unspecified)	14%
COc1ccc(OC)c(NS(=O)(=O)c2ccc(-c3cc(C)no3)s2)c1	3%
Cc1cccc(CSc2nc3ccncc3n2CC(=O)N(C)C2CCCCC2)c1	-5%
CC(=O)NNc1nc(-c2ccc(C)cc2)cs1	-13%
COC(=O)c1cccc(NC(=O)c2cccnc2C(=O)O)c1C	-8%
CCOC(=O)n1c(=O)n(Cc2ccccc2C)c2ccccc21	17%
CCCN(CCC)C(=O)Cn1c(SCc2cccc(F)c2)nc2cccnc21	4%
CC(=O)c1cccc(NC(=O)C(CC(C)C)NS(=O)(=O)c2ccc3c(c2)CCN3C(C)=O)c1 (stereo unspecified)	-3%
CC(C)CCNC(=O)CCn1c(=O)c2cccn2c2cccnc21	6%
Cc1ccc(NS(=O)(=O)c2ccc(-c3cnc(C4CC4)o3)cc2)cc1N(C)C	-9%
O=C(NC1CCCCCC1)c1ccc(CS(=O)c2ccc(Br)cc2)o1 (stereo unspecified)	-12%
O=C(CCNC(=O)N1CC(=O)Nc2ccccc21)NCc1ccccc1	2%
O=C(CCCc1c[nH]c2ccccc12)NCc1ccccc1F	-1%
Cc1ccccc1Cn1c2ccccc2c2cnn(CC(=O)NCCCc3ccccc3)c(=O)c21	2%
CC(=O)c1ccc(NC(=O)Cn2nc(C(F)(F)F)c3c2CCCC3)cc1	-6%
COc1cc2[nH]c(=O)n(Cc3ccc(C(=O)NCc4ccccc4)cc3)c(=O)c2cc1OC	-1%
COc1cccc(Cn2c(CNS(=O)(=O)c3ccc(F)c(Cl)c3)nc3cccnc32)c1	-2%
C=CCn1c(SCC(=O)N2CCc3ccccc3C2)nnc1-c1ccncc1	4%
CCc1ccc(NC(=O)C(NS(=O)(=O)c2cccs2)C(C)C)cc1 (stereo unspecified)	-5%
CCCN1CCN(c2cc3c(cc2F)c(=O)c(S(=O)(=O)c2ccc(CC)cc2)cn3CC)CC1	1%
COc1ccc(-c2cn3nc(SCC(=O)Nc4cccc(C)c4C)ccc3n2)cc1	-3%
Cc1ccc2sc(N(CCCN(C)C)C(=O)CN3C(=O)c4ccccc4C3=O)nc2c1C	-11%
CCOc1ccc(NC(=S)NC(=O)/C=C/c2ccc(Br)cc2)c([N+](=O)[O-])c1	4%
Cc1c(-c2nnc(SCC(=O)Nc3ccc(Br)cc3)o2)nnn1-c1ccc(F)cc1	0%
CC(C(=O)N1CCOCC1)n1cc([N+](=O)[O-])cn1 (stereo unspecified)	-2%
Cc1ccc(C(=O)/C=C/c2cn(CC(O)CN3CCc4ccccc43)c3ccccc23)cc1 (stereo unspecified)	?
CC(CCc1ccccc1)NC(=O)Cn1c(=O)nc(-c2ccccc2F)c2cc(Cl)ccc21 (stereo unspecified)	-13%
CC1(c2ccccc2)NC(=O)N(CC(=O)NCc2cccc(Cl)c2)C1=O (stereo unspecified)	-6%
Cc1ccc(NC(=O)Cn2cc3c(n2)CCCC3)cc1Cl	2%
CCOc1ccc(S(=O)(=O)N2CCOCC2)cc1NC(=O)CSCc1c(C)noc1C	-8%
COc1ccccc1NC(=O)Cn1c(=O)c(CNc2ccc(C)cc2)cc2cc3c(cc21)OCCO3	3%
COc1ccc(-c2nc3ccccc3n3c(-c4ccc(OC)cc4)c4c(=O)n(C)c(=O)n(C)c4c23)cc1	-14%
N#Cc1ccccc1CSc1nnc(-c2ccccc2)o1	-4%
O=C(O)c1ccc(/C=N/NC(=O)c2ccc(F)cc2)cc1	-5%
Cc1ccc(NC(=O)COC(=O)c2oc3ccccc3c2C)cc1S(=O)(=O)N1CCOCC1	-2%
CN(Cc1cnn(C)c1)Cc1nc(COc2ccccc2)no1	6%
Cc1ccc2[nH]c(=O)c3cc(C(=O)N(C)c4ccc(Br)cc4)sc3c2c1	-9%
CCCCNC(=O)N(CC)c1c(N)n(Cc2ccccc2)c(=O)[nH]c1=O	-10%
COC(=O)c1sc(-c2ccccc2)cc1NC(=O)Nc1ccc(Cl)cc1	-14%
COc1ccccc1Cc1nnc(NC(=O)C2CCN(C(=O)c3ccco3)CC2)s1	1%
O=C(N/C(=C\c1ccccc1)C(=O)N1CCCCCC1)c1ccccc1	7%
O=C(c1c[nH]c(C(=O)C(Cl)(Cl)Cl)c1)c1ccc(F)cc1Cl	-1%
O=C(Nc1ccccc1C(=O)N1CCCCC1)c1nsc2ccccc12	1%
CCCN1CCN(c2ncnc3sc(C(=O)Nc4ccc(C(C)C)cc4)c(C)c23)CC1	3%

Laid out differently: entries from further up
Structure | aSyn yeast rescue
CC(=O)c1cccc(NC(=O)C(CC(C)C)NS(=O)(=O)c2ccc3c(c2)CCN3C(C)=O)c1 (stereo unspecified) | -3%
CC(=O)NNc1nc(-c2ccc(C)cc2)cs1 | -13%
Cc1ccc2c(CC(=O)Nc3cccc(C(F)(F)F)c3)coc2c1 | -31%[inhibitor]
O=C(N/C(=C\c1ccccc1)C(=O)N1CCCCCC1)c1ccccc1 | 7%

Continued.
SMILES	aSyn yeast rescue
CCC1CCCCN1CCCNC(=O)CN1C(=O)c2cccnc2Oc2ccc(Cl)cc21 (stereo unspecified)	5%
COc1ccc(C)cc1NC1(c2ccccc2)C(=O)c2ccccc2C1=O	11%
Cc1ccc(S(=O)(=O)c2cc3c(=O)n4cccc(C)c4nc3n(C3CCCCC3)c2=N)cc1	-13%
CCNC(=O)OCc1cn(-c2ccccc2)nn1	0%
O=C(O)c1ccccc1N/N=C/C1=C(N2CCOCC2)C(=C\c2ccccc2)/CC1	-3%
O=[N+]([O-])c1cccc(-c2ccc(C(=S)N3CCN(c4ccccc4)CC3)o2)c1	-18%
COCCCNC(=O)c1cnc2c(-c3ccc(F)cc3)c(C)nn2c1C	-2%
O=C(CCSCc1ccc(Cl)cc1)N1CCN(c2ccccc2F)CC1	27%
O=C(CNCc1ccccc1Cl)Nc1ccc2c(c1)OCCO2	-7%
CCc1ccccc1OCC(=O)Nc1ccc(N2CCCC2)cc1C	-46%[inhibitor]
CCOc1ccc(NC(=O)CSc2nc3ccccc3nc2N2CCCC2)cc1	-4%
CCn1c2ccccc2c2cc(NC(=O)COC(=O)c3cc(S(N)(=O)=O)c(Cl)cc3Cl)ccc21	-3%
CCOC(=O)c1ccc(NC(=O)Nc2nncs2)cc1	11%
COc1ccccc1-c1ccnc2c(-c3ccc(Br)cc3)c(C)nn12	-3%
CCOc1ccc(C(=O)Nc2c(C(=O)c3ccccc3)oc3ccccc23)cc1	5%

Reformatted: 2 of the compounds above
| SMILES | aSyn yeast rescue |
| --- | --- |
| CCOc1ccc(C(=O)Nc2c(C(=O)c3ccccc3)oc3ccccc23)cc1 | 5% |
| O=C(CNCc1ccccc1Cl)Nc1ccc2c(c1)OCCO2 | -7% |

Given with each value named: part of the list above.
O=C(CCCc1c[nH]c2ccccc12)NCc1ccccc1F
  aSyn yeast rescue = -1%
Cc1ccccc1Cn1c2ccccc2c2cnn(CC(=O)NCCCc3ccccc3)c(=O)c21
  aSyn yeast rescue = 2%
CC(=O)c1ccc(NC(=O)Cn2nc(C(F)(F)F)c3c2CCCC3)cc1
  aSyn yeast rescue = -6%
COc1cc2[nH]c(=O)n(Cc3ccc(C(=O)NCc4ccccc4)cc3)c(=O)c2cc1OC
  aSyn yeast rescue = -1%

Ordered by molar mass (highest first): some entries from above
SMILES	aSyn yeast rescue
CCCN1CCN(c2cc3c(cc2F)c(=O)c(S(=O)(=O)c2ccc(CC)cc2)cn3CC)CC1	1%
CCc1ccccc1OCC(=O)Nc1ccc(N2CCCC2)cc1C	-46%[inhibitor]
CN(Cc1cnn(C)c1)Cc1nc(COc2ccccc2)no1	6%

More entries:
SMILES	aSyn yeast rescue
COc1ccc(CCC(=O)OCC(=O)Nc2ccc(OC)c(OC)c2)cc1OC	-10%
N#CCCn1c(O)c(N=NC(=O)CNC(=O)c2cccs2)c2ccccc21	1%
CC(=O)N1CCc2c(sc(NC(=O)c3ccc(S(=O)(=O)N(C)CC4CCCO4)cc3)c2C(N)=O)C1 (stereo unspecified)	4%
CCC1CCCCN1CC(O)COCc1cccc(OC)c1 (stereo unspecified)	-13%
O=C(CCc1nc(CN2CCN(S(=O)(=O)c3ccc(F)cc3)CC2)no1)N1CCCCC1	6%
CCOC(=O)c1ccccc1NC(=O)c1c(-c2ccccc2)noc1C	4%
Cc1ccc(N(CC(=O)Nc2ccc3c(c2)OCCO3)S(C)(=O)=O)cc1	-4%
Clc1ccc(Cn2cccn2)cn1	-5%
CCOC(=O)CNC(=O)N1[C@H](c2cccs2)[C@@H](C)C(=O)[C@@H](C)[C@@H]1c1cccs1	-11%
O=C(C1CCCCC1)N(Cc1cccnc1)c1nc2c(F)cccc2s1	?
COc1ccccc1C(=O)NC(=O)COC(=O)CCS(=O)(=O)c1ccc(C)cc1	8%
COc1cccc(CNC(=O)CSc2c3c(nc4ccc(Cl)cc24)CCCC3)c1OC	-2%
N#Cc1ccccc1CSc1nnc2ccc3ccccc3n12	-1%
COC(=O)c1c(NC(=O)CCCOc2ccc(C)cc2)sc2c1CCCC2	9%
C#CCn1c(=NC(=O)CN2C(=O)CCC2=O)sc2cccc(C)c21	-8%
O=C(CC(=O)NCc1ccccc1)NCc1ccccc1	2%
COc1ccccc1-c1nnc(SCC(=O)c2ccc(Cl)cc2)n1-c1ccccc1	24%
Cc1ccc2[nH]c(=O)c3cc(C(=O)NCc4cccc(Cl)c4)sc3c2c1	2%
Cc1ccc(C)c(NC(=O)Cn2nnc(C(=O)NCc3ccccc3Cl)c2N)c1	4%
COc1ccc(OCC(=O)Nc2nnc(-c3ccco3)s2)cc1	14%
Cc1cc(-c2cn3ccccc3n2)c(C)n1-c1ccccc1	-7%
Cn1cnc(S(=O)(=O)N2CCC(C(=O)NCc3ccccc3Cl)CC2)c1	-7%
CCN(CC)S(=O)(=O)c1cc(NC(=O)Cc2n[nH]c(=O)c3ccccc23)ccc1C	6%
CCCCCCCCCCOC(=O)Cn1c(COc2ccccc2)[n+](C)c2ccccc21	-16%
CCCCn1cc(S(=O)(=O)c2ccc(OC)cc2)c(=O)c2cc(F)c(N3CCOCC3)cc21	-2%
CCOC(=O)CC(NC(=O)c1cc2cc(Br)cc(OC)c2oc1=O)c1ccc(OC)cc1 (stereo unspecified)	-7%
Nc1c(C(=O)Nc2ccccc2Br)sc2nc(-c3cccs3)ccc12	3%
O=C(/C=C/c1ccc(Cl)cc1)Nc1nc(-c2cccs2)ns1	-4%
COc1cccc(N2CCN(C(=O)c3ccc4c(=O)n(CCc5ccccc5)c(=O)[nH]c4c3)CC2)c1	-1%
O=C(CSc1ncc2c(n1)-c1ccccc1N(Cc1ccc(F)cc1)S2(=O)=O)c1ccc(Br)cc1	5%
CCOc1cccc(CN2CCCC(CCC(=O)NCc3ccccc3F)C2)c1O (stereo unspecified)	2%
CSc1nc(N)c2c3c(sc2n1)CN(C)CC3	6%
CCOCN(C(=O)Cn1c(C)nc2ccccc21)c1c(C)cccc1CC	-8%
COc1ccccc1CNC(=O)CCCn1c(=O)c2ccccc2n(Cc2ccccc2C#N)c1=O	-11%
CCc1ccc(-n2nc3ccc(NC(=O)c4cc5ccccc5o4)cc3n2)cc1	9%
COc1ccc(-c2cc3nc(C)c(CCC(=O)NC4CCCCC4)c(C)n3n2)c(OC)c1	8%
O=C1Cc2ccccc2C(=O)N1c1ccccc1	3%
COc1ccc(C2=NN(C(=O)c3ccccc3C(=O)O)C(c3ccccc3O)C2)cc1 (stereo unspecified)	-6%
Cc1ccc2[nH]c(=O)c(CN(CC3CCCO3)C(=O)c3cccs3)cc2c1 (stereo unspecified)	-3%
O=S(=O)(c1ccccc1)c1nc(-c2ccco2)oc1N1CCCCC1	0%
O=S(=O)(NCCc1nnc2ccc(SCc3ccccc3Cl)nn12)c1ccccc1	4%
COc1ccc(/C=N/NC(=O)c2ccc(N3CCCC3=O)cc2)cc1	-1%
COc1cc(NC(=O)c2ccc(Cl)cc2Cl)ccc1NC(=O)c1cccs1	2%
O=C(NCc1ccccc1Cl)c1nnc(Cc2cccc(F)c2)o1	-4%
CCOc1ccccc1-n1c(C)nc2cc(C(=O)O)ccc21	9%&-4%
C/C(COc1ccccc1)=N\NC(=O)c1nnn(-c2nonc2N)c1CSc1ccc(C)cc1	-9%
COc1ccc(N2CCN(C(=O)CCC(=O)N3CCOc4ccc(C)cc43)CC2)cc1	-4%
CCOc1ncccc1C(=O)Nc1ccc(S(=O)(=O)Nc2nccs2)cc1	3%
CN1CCN(S(=O)(=O)c2cccc(C(=O)Nc3cccc(S(N)(=O)=O)c3)c2)CC1	6%
Cc1nn(-c2ccccc2)nc1C(N)=O	2%
O=C(COC(=O)Cn1cnc2ccccc21)Nc1cccc2c1C(=O)c1ccccc1C2=O	8%
CCc1nnc(NC(=O)CSc2ncnc3c2oc2ccccc23)s1	1%
Cn1cnc(Sc2ncnc3nc[nH]c23)c1[N+](=O)[O-]	-4%
COc1cc2c(cc1OC)C(COc1ccc3c(C)cc(=O)oc3c1)N(C(=O)c1ccccc1F)CC2 (stereo unspecified)	9%
Cc1ccc(CSC2=Nc3ccccc3C3=NC(CCC(=O)NCc4cccs4)C(=O)N23)c(C)c1 (stereo unspecified)	3%
CCOc1ccc(CCNC(=O)CCC(=O)N2CCOc3ccc(C)cc32)cc1OCC	-2%
COc1ccc(C2=CC(c3ccc(N(C)C)cc3)n3nnnc3N2)cc1 (stereo unspecified)	-1%
CCCc1cc(=O)[nH]c(Nc2cc(C)cc(C)c2)n1	6%
COc1ccc(OC)c(NC(=O)CNC(=O)c2ccc([N+](=O)[O-])cc2)c1	5%
N#CC(c1ccncc1)(c1ncc(C(F)(F)F)cc1Cl)N1CCOCC1 (stereo unspecified)	3%
CCOc1ccc(Cn2c(=O)sc3ccccc32)cc1OC	?
CCc1nnc(SCC(=O)Nc2ccc(OC)c(OC)c2)c2cc3occc3n12	3%
Cn1c(SCC(=O)Nc2cccc(F)c2)nnc1-c1cccnc1	5%

These rows are one share of the data (hit frequency here may not be typical).
